TcdB GH inh – TcdB glycohydrolase inhibitors, primary screen, biochemical, single point, plate reader; 350,000 compounds, 0.24% hits; inhibition, % at 9.99 µM; TcdB glycohydrolase enzymatic assay; AID 652162, 2013; Toxin B (Clostridioides difficile), P18177; in the data active = inhibition above about 10%
Target sequence (P18177 whole entry, looked up): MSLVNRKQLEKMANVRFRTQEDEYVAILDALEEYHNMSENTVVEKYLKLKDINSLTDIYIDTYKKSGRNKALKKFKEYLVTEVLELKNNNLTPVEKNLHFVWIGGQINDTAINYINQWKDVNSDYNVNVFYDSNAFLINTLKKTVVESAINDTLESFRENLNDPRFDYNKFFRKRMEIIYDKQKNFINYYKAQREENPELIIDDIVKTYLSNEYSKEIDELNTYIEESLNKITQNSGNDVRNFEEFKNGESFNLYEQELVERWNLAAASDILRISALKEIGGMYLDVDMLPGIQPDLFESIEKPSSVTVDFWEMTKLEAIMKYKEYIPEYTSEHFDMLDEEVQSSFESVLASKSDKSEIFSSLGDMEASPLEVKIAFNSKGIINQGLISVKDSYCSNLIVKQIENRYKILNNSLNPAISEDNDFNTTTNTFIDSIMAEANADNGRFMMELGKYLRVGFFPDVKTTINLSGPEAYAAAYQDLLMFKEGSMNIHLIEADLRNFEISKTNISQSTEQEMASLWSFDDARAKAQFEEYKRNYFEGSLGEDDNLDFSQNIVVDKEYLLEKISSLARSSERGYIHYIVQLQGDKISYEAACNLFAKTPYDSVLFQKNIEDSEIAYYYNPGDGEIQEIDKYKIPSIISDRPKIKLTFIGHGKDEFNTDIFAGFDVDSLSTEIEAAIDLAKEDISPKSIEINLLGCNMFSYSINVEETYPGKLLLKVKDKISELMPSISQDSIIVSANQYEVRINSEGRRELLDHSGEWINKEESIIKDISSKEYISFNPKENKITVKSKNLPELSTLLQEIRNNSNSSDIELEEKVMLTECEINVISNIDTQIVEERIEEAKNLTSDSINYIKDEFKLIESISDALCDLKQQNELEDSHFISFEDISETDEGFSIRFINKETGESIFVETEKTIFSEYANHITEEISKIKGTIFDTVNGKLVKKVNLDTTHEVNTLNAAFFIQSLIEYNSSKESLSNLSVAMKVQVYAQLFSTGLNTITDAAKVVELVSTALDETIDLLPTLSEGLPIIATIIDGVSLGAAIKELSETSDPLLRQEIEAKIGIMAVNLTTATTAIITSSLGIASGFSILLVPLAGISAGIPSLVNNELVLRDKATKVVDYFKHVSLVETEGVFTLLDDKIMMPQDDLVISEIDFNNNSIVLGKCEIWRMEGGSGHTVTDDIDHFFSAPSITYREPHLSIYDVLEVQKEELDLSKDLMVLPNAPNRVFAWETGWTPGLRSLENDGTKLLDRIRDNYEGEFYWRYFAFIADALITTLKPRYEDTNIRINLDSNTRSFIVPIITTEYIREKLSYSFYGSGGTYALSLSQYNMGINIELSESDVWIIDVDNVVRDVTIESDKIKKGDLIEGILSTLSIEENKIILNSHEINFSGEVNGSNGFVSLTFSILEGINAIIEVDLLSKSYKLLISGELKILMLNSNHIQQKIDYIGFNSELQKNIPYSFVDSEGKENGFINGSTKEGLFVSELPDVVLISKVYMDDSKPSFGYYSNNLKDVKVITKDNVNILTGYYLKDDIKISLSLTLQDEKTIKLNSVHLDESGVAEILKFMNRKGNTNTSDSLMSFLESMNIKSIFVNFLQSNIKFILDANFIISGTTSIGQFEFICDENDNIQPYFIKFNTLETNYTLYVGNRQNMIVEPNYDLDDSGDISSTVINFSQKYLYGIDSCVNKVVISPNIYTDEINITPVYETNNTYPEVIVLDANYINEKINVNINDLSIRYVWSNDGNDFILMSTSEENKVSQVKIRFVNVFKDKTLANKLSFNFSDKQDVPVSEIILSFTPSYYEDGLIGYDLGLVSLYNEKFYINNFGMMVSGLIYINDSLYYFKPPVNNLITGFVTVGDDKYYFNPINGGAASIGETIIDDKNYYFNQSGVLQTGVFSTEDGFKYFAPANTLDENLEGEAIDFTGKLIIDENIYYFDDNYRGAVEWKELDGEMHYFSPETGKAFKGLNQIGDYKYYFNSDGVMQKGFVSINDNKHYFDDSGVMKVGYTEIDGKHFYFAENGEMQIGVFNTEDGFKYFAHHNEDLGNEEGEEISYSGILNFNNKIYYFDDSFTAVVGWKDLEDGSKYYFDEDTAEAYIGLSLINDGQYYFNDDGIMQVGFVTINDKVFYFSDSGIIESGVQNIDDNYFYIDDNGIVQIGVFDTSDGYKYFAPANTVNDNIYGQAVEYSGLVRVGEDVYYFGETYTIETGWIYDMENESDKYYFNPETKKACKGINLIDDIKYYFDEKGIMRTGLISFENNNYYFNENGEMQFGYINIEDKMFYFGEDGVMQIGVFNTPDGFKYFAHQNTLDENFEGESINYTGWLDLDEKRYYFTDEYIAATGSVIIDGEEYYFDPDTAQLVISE
PfHsp40 yeast – rescue of yeast from PfHsp40 toxicity, primary screen, S. cerevisiae, ATP luminescence; AID 504582, 2011; 340,000 compounds, 0.68% hits; S. cerevisiae expressing PfHsp40, growth rescue; growth rescue, % at 12.5 µM; in the data active = growth rescue above about 28%, passing the limit was not always enough; inconclusive = no clear call, values can overlap the other calls;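 also: yeast W303a lacking pdr1 and pdr3 grown in galactose medium; growth measured after three days at 30 °C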
Vc quorum ag – inducers of Vibrio cholerae quorum light production without autoinducers, primary screen, BH1578 luxS cqsA deficient, single point; V. cholerae BH1578 lux reporter, luminescence, 6 h; AID 588436, 2011; 350,000 compounds, 0.16% hits; activation, % at 18.7 µM; in the data active = activation mostly above about 9.7%, no sharp cut-off; inconclusive = no clear call, values can overlap the other calls; inactive = mostly below about 3.7%; also: not every result past the cut was called active; inactives centre near 0; reference of the scale not given here
Yp Topo-I inh – Yersinia pestis topoisomerase I inhibitors, primary screen, biochemical, cleavage product accumulation, plate reader, single point; DNA topoisomerase I (Yersinia pestis CO92); Y. pestis Topo-I cleavage product accumulation; activity, % at 10 µM; 360,000 compounds, 0.064% hits; AID 504884, 2011; in the data active = activity above about 50%, passing the limit was not always enough; inconclusive = no clear call, values can overlap the other calls; also: inactives centre near 2
FBA Mtb inh – Mtb FBA enzyme inhibitors, primary screen, biochemical, fluorescence, strain H37Rv. Fructose-bisphosphate aldolase (Mycobacterium tuberculosis (strain ATCC 25618 / H37Rv)), …. purified M. tuberculosis FBA, fluorescence read-out. inhibition, % at 1 µM. 360,000 compounds, 2.3% hits; in the data active = inhibition above about 27%;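 also: 0% = vehicle and 100% = reference inhibitor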
FadD28 binding – inhibitors of FadD28 bisubstrate probe binding, primary screen, biochemical, fluorescence polarization, single point; Mycobacterium tuberculosis FadD28 fatty-acid-AMP ligase; inhibition, % at 12.5 µM; 360,000 compounds, 0.22% hits; in the data active = inhibition above about 8.5%, passing the limit was not always enough; inconclusive = no clear call, values can overlap the other calls
UGM FP inh – M. tuberculosis UGM enzyme inhibitors, primary screen, biochemical, fluorescence polarization, single point; UDP-galactopyranose mutase (Mycobacterium tuberculosis (strain ATCC 25618 / H37Rv)), …; 320,000 compounds, 0.06% hits; inhibition, % at 10 µM; AID 504406, 2011; purified UGM, fluorescence polarization probe displacement; in the data active = inhibition above about 10%, passing the limit was not always enough; inconclusive = no clear call, values can overlap the other calls
Mtb BioA inh – M. tuberculosis BioA enzyme inhibitors, primary screen, biochemical, plate reader, single point, HTS; inhibition, % at 9.99 µM; 360,000 compounds, 0.096% hits; purified M. tuberculosis BioA enzyme; in the data active = inhibition above about 40%; inconclusive = no clear call, values can overlap the other calls
GDH-TPI counter – GDH-TPI coupling enzyme inhibitors, primary screen, artefact control for M. tuberculosis FBA inhibitor project, biochemical, absorbance, full deck; GDH-TPI coupled enzyme counterscreen, NADH absorbance; AID 588335, 2011; 360,000 compounds, 1.2% hits; inhibition, % at 4.8 µM; in the data active = inhibition above about 30%;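 also: 0% = DMSO wells and 100% = wells lacking the enzyme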
* marks the source's active call; other numbers are inactive results; i = inactive; ? = inconclusive; nt = not tested or not shown.

SMILES	TcdB GH inh	PfHsp40 yeast	Vc quorum ag	Yp Topo-I inh	FBA Mtb inh	FadD28 binding	UGM FP inh	Mtb BioA inh	GDH-TPI counter
COC(=O)C1=C(C)NC(C)=C(C(=O)OC)C1C(=O)OCc1nnc(-c2ccccc2)o1	0.5	-0.4	-0.4	1	6	-1.0	-1.6	nt	5
CC(C)=CCN1CCN(Cc2nc(-c3ccccc3)cs2)CC1CCO (stereo unspecified)	2.0	-1.5	-0.2	5	4	-2.8	0.8	nt	14
CC(C)C(C)NC(=O)CN1C(=O)NC2(CCc3ccccc32)C1=O (stereo unspecified)	2.0	-0.8	-0.1	-5	3	2.3	-1.5	-4.1	1
CCc1nccn1-c1cc(C(C)(C)C)nc2c(-c3ccc(Cl)cc3)cnn12	0.7	-0.8	-2.1	3	-3	-3.2	0.6	nt	4
C/C(=N\NC(=O)c1cc(-c2cccc([N+](=O)[O-])c2)n[nH]1)c1ccc(F)cc1	-4.1	-1.2	-0.4	-5	5	-3.4	0.1	4.3	7
O=c1[nH]cnc2c1nc(NCc1ccccc1)n2C1O[C@@H](CO)[C@H](O)[C@@H]1O (stereo partly specified)	0.3	-0.6	i	-8	1	-3.1	1.5	nt	-2
O=C(COC(=O)c1cc(S(=O)(=O)N2CCOCC2)ccc1F)Nc1ccccc1C(F)(F)F	0.5	nt	i	-10	0	-0.6	nt	-2.6	4
Cc1ccc(S(=O)(=O)C2(S(=O)(=O)c3ccc(C)cc3)CC2)cc1	0.0	5.4	i	12	0	-0.9	0.4	1.3	-6
Cc1nnc(SCC(=O)Nc2ccccc2)n(N)c1=O	-0.7	0.7	4.9	7	1	0.0	1.1	nt	5
CCn1c(SCC(=O)C(C)(C)C)nnc1-c1cccnc1	-0.1	-1.1	1.4	10	-2	-1.2	-1.8	0.4	3
CCC(=O)n1nc(NCc2ccccc2OC)nc1NCc1ccccc1OC	nt	-1.7	-0.5	26	4	-1.6	2.0	-1.7	8
O=C(CCn1c(=S)[nH]c2ccccc2c1=O)NCCCN1CCCC1=O	nt	-0.9	-5.9	-13	1	2.8	-1.4	-0.7	12
N#Cc1nc(COc2ccc(F)cc2)oc1N1CCN(Cc2ccccc2)CC1	nt	3.2	-1.0	30	2	-1.2	-1.4	-0.1	-3
COCCn1c(SC(C)C(=O)NCC2CCCO2)nc2scc(-c3ccc(F)cc3)c2c1=O (stereo unspecified)	1.0	-0.4	-1.0	17	-1	-2.1	0.7	0.1	9
CCn1c(C)nnc1SCC(=O)NC1CCCCCC1	-4.0	-0.4	-1.7	7	-2	-1.0	-1.7	-0.3	-2
Cc1ccc2nsnc2c1NC(=O)c1cncc(Br)c1	-0.6	-0.7	-0.3	-8	10	-1.0	-2.4	-0.5	6
CN(C1CCCC1)C1CCN(C(=O)CNC(=O)/C=C/c2ccccc2)CC1	nt	1.4	-0.4	1	-1	0.0	0.8	nt	5
N#CCC(=O)Nc1ccc(C(=O)OCC(=O)NC(=O)NCc2ccco2)cc1	0.4	-0.6	i	10	1	-1.0	2.6	-0.9	1
COc1ccc(-c2nc(N)ncc2-c2ccc(OC)c(OC)c2)c(O)c1	1.4	-1.0	-10	2	5	0.0	-0.7	3.6	15
CCSc1nnc(NC(=O)CCN2C(=O)C3CCCCC3C2=O)s1 (stereo unspecified)	0.7	-0.5	-4.3	8	-1	1.4	1.4	0.4	4
COc1cccc(NC(=O)[C@@H]2CCCN2C(=O)C2CCN(S(=O)(=O)c3ccc(C)cc3)CC2)c1	nt	-0.5	-0.4	0	-3	-2.4	0.8	2.0	10
O=C(CN1C(=O)c2ccccc2C1=O)Nc1sc2c(c1C(=O)NCc1ccco1)CCCC2	nt	1.5	-0.9	24	2	-2.7	-0.3	-1.3	14
C/C(=N\NC(=O)Cn1c(-c2ccccn2)nc2ccccc21)c1cccc(O)c1	1.6	-1.4	i	3	7	-0.4	1.3	nt	-1
CCCCN1C[C@H](CO)Oc2cccc(F)c2S1(=O)=O	6.7	-1.4	i	2	0	-3.0	nt	1.6	6
CC(C)(C)c1nc(C(C)(C)C)c(Br)c(=O)[nH]1	1.4	-1.2	-0.1	12	-2	-1.2	1.4	nt	-1
CCCCC1CCC(C(=O)Nc2ccc(N3CCOCC3)cc2N2CCOCC2)CC1 (stereo unspecified)	-0.8	1.6	-0.5	11	-3	-0.8	0.5	-0.1	-1
CC1CN/C(=C\C(=O)c2ccc(Cl)cc2)C(=O)N1 (stereo unspecified)	nt	-0.9	i	14	2	0.5	-0.8	0.8	27
c1ccc2sc(NC3=NCCN3)nc2c1	0.8	186*	i	-3	-2	-4.6	-1.7	nt	-4
Cc1ccc(S(=O)(=O)N2CCOCC2)cc1C(=O)OC(C)C(=O)c1ccccc1 (stereo unspecified)	-2.3	0.9	i	14	2	-2.0	4.1	0.3	-7
O=C(NC1CCCCC1)c1ccccc1NC(=O)C1CC(=O)N(c2ccc(Cl)cc2)C1 (stereo unspecified)	nt	-0.2	-0.5	0	0	-3.3	-1.6	0.7	-2
O=C(CC1NCCNC1=O)Nc1ccc2c(c1)OCO2 (stereo unspecified)	nt	-0.6	-0.2	-5	-2	0.7	1.0	3.5	7
COc1ccccc1C/C(N)=N/OC(=O)c1cccs1	2.2	2.1	-1.5	-9	4	?	0.5	nt	1
O=C(CSc1ccc2nnc(-c3ccccc3)n2n1)NCC1CCCO1 (stereo unspecified)	nt	-0.9	5.3	-6	7	-2.5	0.0	3.0	-3
COc1ccc(C(=O)Nc2ccncc2)c(OC)c1	1.2	-0.5	i	4	-1	0.6	0.7	nt	4
Cc1ccc(OCC(=O)N(C)CC(=O)N(CC(C)C)c2c(N)n(CC(C)C)c(=O)[nH]c2=O)c(C)c1	2.6	-0.2	-0.3	-8	6	-0.7	0.2	0.2	9
COCCC(=O)NC12CC3CC(CC(C3)C1)C2	nt	-0.8	1.0	-4	2	-3.2	-1.4	-1.8	5
Cc1ccc(S(=O)(=O)c2cccc(S(=O)(=O)N3CCOCC3)c2)cc1S(=O)(=O)N1CCOCC1	nt	-0.5	i	24	-1	0.1	-0.5	0.6	4
CCC(=O)NC(Nc1sc2c(c1C(=O)OC)CCN(C)C2)(C(F)(F)F)C(F)(F)F	nt	-0.4	i	-10	4	-1.8	2.7	-1.3	13
COC(=O)Cc1cc(=O)oc2cc(OC)ccc12	0.7	1.1	i	10	119*	-1.1	-0.5	-0.3	15
O=C(Nc1cc(S(=O)(=O)N2CCCCC2)ccc1N1CCCCC1)C1CC1	0.7	1.3	0.7	22	-1	0.4	0.5	nt	8
CCCCC(=O)NC(Nc1nc(C2CC2)cs1)(C(=O)OCC)C(F)(F)F (stereo unspecified)	nt	0.2	-2.8	11	1	1.1	-2.2	-1.6	3
COCCCN1C(=O)c2[nH]nc(-c3ccccc3O)c2C1c1ccc(Cl)cc1 (stereo unspecified)	nt	0.5	-0.3	19	-7	-12	-3.4	1.2	-3
CCC(CC)C(=O)Nc1cccc(C(=O)c2ccccc2)c1	nt	0.8	-0.3	24	2	0.4	0.0	0.0	12
COC(=O)c1ccc(N(C(=O)CNC(=O)c2ccco2)C(C(=O)NCC2CCCO2)c2ccc(OC)c(OC)c2)cc1 (stereo unspecified)	1.3	1.7	i	0	0	0.6	0.6	0.1	-8
CCOCCCNC(=O)C1CCCN(S(=O)(=O)CC)C1 (stereo unspecified)	nt	-1.1	-0.4	0	-1	-0.1	2.2	-1.2	3
COCCCNC(=O)C1CC(=O)N(CCc2ccccc2)C1 (stereo unspecified)	nt	0.8	-0.4	6	2	1.4	0.9	0.0	6
Cc1cccc(Nc2c([N+](=O)[O-])c(=O)oc3ccccc23)c1	1.5	-0.2	-0.7	-6	-4	-2.6	-0.5	nt	32*
COc1ccccc1C(=O)NC(CCSC)C(=O)OCC(=O)NC(=O)NCc1ccco1 (stereo unspecified)	nt	1.2	i	6	1	0.1	3.4	-0.4	8

Some of these compounds in order of length of the SMILES, lowest first.
SMILES	TcdB GH inh	PfHsp40 yeast	Vc quorum ag	Yp Topo-I inh	FBA Mtb inh	FadD28 binding	UGM FP inh	Mtb BioA inh	GDH-TPI counter
COC(=O)Cc1cc(=O)oc2cc(OC)ccc12	0.7	1.1	i	10	119*	-1.1	-0.5	-0.3	15
COCCCNC(=O)C1CC(=O)N(CCc2ccccc2)C1 (stereo unspecified)	nt	0.8	-0.4	6	2	1.4	0.9	0.0	6
O=C(Nc1cc(S(=O)(=O)N2CCCCC2)ccc1N1CCCCC1)C1CC1	0.7	1.3	0.7	22	-1	0.4	0.5	nt	8
COc1ccccc1C(=O)NC(CCSC)C(=O)OCC(=O)NC(=O)NCc1ccco1 (stereo unspecified)	nt	1.2	i	6	1	0.1	3.4	-0.4	8
Cc1ccc(S(=O)(=O)c2cccc(S(=O)(=O)N3CCOCC3)c2)cc1S(=O)(=O)N1CCOCC1	nt	-0.5	i	24	-1	0.1	-0.5	0.6	4

Further records
SMILES	TcdB GH inh	PfHsp40 yeast	Vc quorum ag	Yp Topo-I inh	FBA Mtb inh	FadD28 binding	UGM FP inh	Mtb BioA inh	GDH-TPI counter
O=C(NC(=C(Cl)Cl)P(=O)(c1ccccc1)c1ccccc1)c1ccccc1	0.5	0.2	-0.2	5	-2	-0.9	-5.0	-0.8	6
O=C(Nc1ccc(NC(=O)c2cc3ccccc3o2)cc1)c1ccco1	-0.1	-0.5	0.0	9	2	-2.5	-2.1	-2.0	5
OCC1(Cc2cccc(Cl)c2)CCCN(Cc2ccc(F)c(F)c2)C1 (stereo unspecified)	1.5	0.3	i	24	1	-25	0.5	0.5	3
CC(=O)NC(Cc1ccccc1)C(=O)N1CCN(C(=O)c2ccco2)CC1 (stereo unspecified)	1.5	0.5	i	-9	1	-1.1	1.5	nt	3
Fc1ccc2c(c1)C(c1ccncc1)=NNC(c1ccc(Br)cc1)=N2	nt	0.6	i	-2	0	-0.5	1.4	3.0	2
C=CCNC(=O)CNS(=O)(=O)c1ccc(F)cc1	3.4	-1.6	-0.3	7	0	-1.2	0.1	-1.2	0
CC(C)Oc1ccccc1NC(=O)CSc1nc2ccccc2c(=O)n1C	1.5	1.6	i	19	2	-2.4	-1.4	-2.7	18
CCC(C)N(C(=O)COc1ccc(-c2nnco2)cc1)C1CCS(=O)(=O)C1 (stereo unspecified)	1.2	-1.3	-0.5	-1	1	-2.7	3.5	2.0	-2
C/C(=N\NC(=O)c1c(Cl)cnn1C)c1cccc(NC(=O)C(C)C)c1	-1.4	0.4	-0.2	-3	0	0.4	1.7	nt	2
COc1ccccc1/C=C/CN1CCC(Oc2ccc(C(=O)N3CCCC3)cc2)CC1	-0.3	-1.0	-0.1	31	1	2.3	-1.8	1.9	-4
CCOc1cccc(C(=O)Nc2ccccc2OC(F)F)c1	nt	0.0	1.1	7	5	-0.6	-0.1	0.8	-2
CCCS(=O)(=O)NC(=O)C1(C)CCCN(C(=O)c2ccc3c(c2)OCO3)C1 (stereo unspecified)	nt	nt	0.8	-3	6	-0.9	nt	-0.8	12
COc1ccc2nc3c(cc2c1)c(NC(=O)c1cccs1)nn3CC(C)C	nt	-1.2	i	-11	18	-10	2.6	-0.8	5
COc1ccccc1/C=C/C1C(C(=O)OCC(C)C)=C(C)N=C2SCCC(=O)N21 (stereo unspecified)	-3.0	-0.1	-0.4	28	-1	-4.8	1.9	nt	-3
COC(=O)Nc1[nH]ncc1[N+](=O)[O-]	0.2	0.0	i	-4	5	-1.2	nt	nt	9
